TMEM16A act: activates or potentiates the mouse TMEM16A chloride channel | Q8BHY3 | HEK293 TMEM16A/YFP-H148Q/I152L, iodide quench fluorescence; hits give low values | B-score at 10 µM | 340,000 tested, 0.3% active | AID 623877;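 active = fluorescence-ratio B-score plate-corrected deviation score at least 3 library SD below zero, with starting fluorescence score within 5 deviations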;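 note: channel opened by trigger with iodide after compound preincubation; score built on the fluorescence ratio of max minus min over baseline; more negative score means more quench and so TMEM16A activation or potentiation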
TMEM16A inh: inhibitors of mouse TMEM16A calcium-activated chloride channel; 310,000 tested, 1.2% active; normalized B-score (activity score, 25-100; higher = stronger inhibition) at 10 µM; Q8BHY3; HEK293 TMEM16A/YFP iodide influx fluorescence, ionomycin;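 active = ratio plate-corrected score three or more library SD toward inhibition, starting fluorescence score within five deviations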;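 note: score derived from kinetic fluorescence span divided by baseline fluorescence per well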
MrgX1 antagonist: blocks BAM8-22 activation of human MrgX1 receptor. MRGX1-HEK293 calcium flux, Fluo-4, BAM8-22 antagonism; hits give low values. B-score at 10 µM. 310,000 tested, 1.3% active. AID 588676;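 active = calcium-response B-score plate-corrected more than 3 library SD below zero, starting fluorescence within 5 deviations, no agonist response on first addition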;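 note: peak minus trough fluorescence over baseline after final BAM8-22 challenge near maximal dose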
Target sequence (Q96LB2 whole entry, looked up): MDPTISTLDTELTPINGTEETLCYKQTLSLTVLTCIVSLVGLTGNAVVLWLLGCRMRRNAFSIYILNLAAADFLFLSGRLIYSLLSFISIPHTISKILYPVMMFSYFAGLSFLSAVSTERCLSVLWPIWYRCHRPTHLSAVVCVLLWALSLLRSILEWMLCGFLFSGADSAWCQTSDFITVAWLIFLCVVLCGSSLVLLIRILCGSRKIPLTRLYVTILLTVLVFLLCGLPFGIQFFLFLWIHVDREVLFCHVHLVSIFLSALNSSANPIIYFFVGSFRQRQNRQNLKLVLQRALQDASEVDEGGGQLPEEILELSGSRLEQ
TRPC6 inh: blocks the mouse TRPC6 cation channel; HEK293-TRPC6, membrane potential dye, ACh-evoked depolarization; hits give low values; B-score at 10 µM; 310,000 tested, 1.1% active;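 active = B-score under library mean minus 3 SD, initial fluorescence not abnormally high, positive integrated signal ratio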;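 note: B-score derived from integrated fluorescence ratio over the kinetic read; more negative B-score means stronger inhibition of depolarization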
TRPC4 act: opens the mouse TRPC4 cation channel. Q9QUQ5. HEK293 TRPC4beta/mu-opioid, Fluo4 calcium fluorescence; hits give high values. B-score at 10 µM. 310,000 tested, 0.49% active. AID 2237;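 active = B-score above 5 SD of library B-scores, and initial fluorescence ratio not above library mean plus 5 SD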;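 note: positive B-score marks a calcium rise read as TRPC4 activation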
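Assay system: HEK293 stable line with TRPC4beta plus mu-opioid receptor; schedule: 45 min room-temperature Fluo4 loading, 110 s read; technique: kinetic Fluo4 calcium fluorescence; evaluation: integrated baseline-normalised fluorescence ratio, converted to per-well B score; controls: buffer (low) and maximal DAMGO (high)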
TRPC6 act: mouse TRPC6 channel activation. 310,000 tested, 0.13% active. HEK293-TRPC6 membrane potential dye fluorescence; hits give high values. B-score at 10 µM;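 active = B-score of the integrated fluorescence ratio above library mean plus 3 SD, and starting fluorescence ratio within library mean plus 5 SD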;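 note: higher score means more depolarization so channel activation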
MrgX1 agonist: activates human MrgX1 receptor signaling; MrgX1-HEK293 cells, Fluo-4 calcium fluorescence, agonist mode; hits give high values; B-score at 10 µM; 310,000 tested, 0.44% active; AID 588627;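 active = calcium response B-score plate-corrected fluorescence ratio at least 3 library SD, with starting fluorescence B-score inside 5 SD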
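Assay system: MrgX1-expressing HEK293 cells / Amount: fifteen thousand cells per well / Doses: test compound in the initial addition of three / Timing: cells plated overnight, dye loaded 0.5 h 37 °C, 0.5 h room temperature / Technique: kinetic calcium dye fluorescence, Fluo-4 NW / Control set: positive and negative controls per plate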
TRPC4 inh: blocks the mouse TRPC4 cation channel. HEK293 TRPC4beta/mu-opioid, DAMGO-evoked Fluo4 calcium flux; hits give low values. Q9QUQ5. B-score at 10 µM. 300,000 tested, 0.39% active;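 active = B-score over 3 SD under the library average, no early fluorescence shift, positive overall ratio signal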
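Test system – stable TRPC4beta/mu-opioid receptor HEK293 cells · Probe or stimulus – DAMGO, a submaximal dose followed by a maximal one · Dosing – one concentration per compound · Signal – Fluo4 calcium fluorescence by kinetic imaging, 5 s 1 Hz baseline · Evaluation – per-well B score of integrated baseline-normalized Fluo4 ratio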
SKKanGAS inh: inhibitors of SKKanGAS S. pyogenes growth in kanamycin (SK-promoter or general growth effect). BacTiter-Glo, 6 h. inhibition, % at 7.5 µM. 300,000 tested, 1.3% active. AID 1662;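 active = mean replicate score, as percent of positive control median, at least 50; inconclusive = mean below 50 but one replicate at or above 50; inactive = mean and every replicate below 50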;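 note: strain carries kanamycin resistance gene driven by streptokinase promoter and grows in 40 µg/ml kanamycin; loss of luminescence reflects streptokinase promoter inhibition or plain growth inhibition; 0% = median of DMSO wells and 100% = positive control at its reference dose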
MrgX1 PAM: allosterically activates human MrgX1 receptor signaling | AID 588675 | 310,000 tested, 0.63% active | MrgX1-HEK293, Fluo-4 calcium flux, FDSS; hits give high values | B-score at 10 µM;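 active = plate-corrected calcium response at least 3 library SD above typical, normal starting fluorescence, not activating the receptor alone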;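 note: compound read alongside a low EC10 to EC30 dose of BAM8-22 agonist; peak minus trough fluorescence over baseline measured at the second addition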
TRPC4 potent: allosterically enhances the mouse TRPC4 cation channel. Q9QUQ5. HEK293 TRPC4beta/mu-opioid, DAMGO EC20, Fluo-4 Ca2+ flux; hits give high values. B-score at 10 µM. 310,000 tested, 0.42% active. AID 2227;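 active = B-score of calcium response area above 5 SD of library B-scores, with initial fluorescence ratio within 5 SD of library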;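 note: B-score of integrated fluorescence ratio over time as area under calcium response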
Numbers without * were called inactive; i = inactive; ? = inconclusive; . = no result given.

SMILES | TMEM16A act | TMEM16A inh | MrgX1 antagonist | TRPC6 inh | TRPC4 act | TRPC6 act | MrgX1 agonist | TRPC4 inh | SKKanGAS inh | MrgX1 PAM | TRPC4 potent
O=C(N/N=C/c1c[nH]c2ccccc12)C1CC1c1ccccc1 (centres undefined) | i | 25* | i | i | i | i | i | i | 7 | i | i
Cc1ccc(S(=O)(=O)N2CCCCC2)cc1NC(=O)CSc1ccc2c(c1)OCCO2 | i | i | i | i | i | i | i | i | 4 | i | i
Cc1c(C)n(Cc2ccc(F)cc2)c2ccc(C(=O)N3CCN(c4ccccn4)CC3)cc12 | i | i | i | i | i | i | i | i | ? | i | i
O=C(NNCc1ccc(O)cc1)c1ccccc1Cl | i | i | i | i | i | i | i | i | -3 | i | i
CCc1c(C)sc(NC(=O)c2ccoc2C)c1C(N)=O | i | i | -5.9* | i | i | i | i | i | -2 | i | i
CN(C)C(=O)CCc1nc2sc3c(c2c(=O)[nH]1)CCCC3 | i | i | i | i | i | i | i | i | 7 | i | i
Fc1ccc(NC(=S)NN=C2CCCCCC2)cc1 | i | i | i | i | i | i | i | i | -3 | i | i
CC(C)OC(=O)NC(C)(C)COC(=O)Nc1cccc(Cl)c1 | i | i | i | i | i | i | i | i | 6 | i | i
CC(NS(=O)(=O)c1ccc(CCC(=O)NCc2cccnc2)cc1)c1ccccc1 (centres undefined) | i | i | i | i | i | i | i | i | -3 | i | i
CC(=O)N(CCCN1CCOCC1)Cc1ccncc1 | i | i | i | i | i | i | i | i | 2 | i | i

Four entries from above, with two lines to a compound.
Value order – TMEM16A act | TMEM16A inh | MrgX1 antagonist | TRPC6 inh | TRPC4 act | TRPC6 act | MrgX1 agonist | TRPC4 inh | SKKanGAS inh | MrgX1 PAM | TRPC4 potent
> O=C(N/N=C/c1c[nH]c2ccccc12)C1CC1c1ccccc1 (centres undefined)
→ i | 25* | i | i | i | i | i | i | 7 | i | i
> CC(=O)N(CCCN1CCOCC1)Cc1ccncc1
→ i | i | i | i | i | i | i | i | 2 | i | i
> CC(C)OC(=O)NC(C)(C)COC(=O)Nc1cccc(Cl)c1
→ i | i | i | i | i | i | i | i | 6 | i | i
> Cc1c(C)n(Cc2ccc(F)cc2)c2ccc(C(=O)N3CCN(c4ccccn4)CC3)cc12
→ i | i | i | i | i | i | i | i | ? | i | i

Following part:
SMILES | TMEM16A act | TMEM16A inh | MrgX1 antagonist | TRPC6 inh | TRPC4 act | TRPC6 act | MrgX1 agonist | TRPC4 inh | SKKanGAS inh | MrgX1 PAM | TRPC4 potent
CCOc1ccc(CCNC(=O)CS(=O)(=O)Cc2nc(-c3cccc(OC)c3)oc2C)cc1 | i | i | i | i | i | i | i | i | -6 | i | i
NC(=O)c1cccnc1Nc1cccc(F)c1 | i | i | i | i | i | i | i | i | -4 | i | i
O=C(O)CCCNS(=O)(=O)Cc1ccccc1 | i | i | i | i | i | i | i | i | 2 | i | i
CC(=O)c1sc(-c2ccccc2)nc1C | i | i | i | i | i | i | i | i | -1 | i | i
COc1ccc(C(=O)NCc2c(CC(C)C)oc(C)c2C(=O)O)cc1 | i | i | i | i | i | i | i | i | -5 | i | i
CCOC(=O)CCC(=O)NCc1ccc2[nH]c(C)cc2c1 | i | i | i | i | i | i | i | i | 9 | i | i
O=C1N[C@H](C(=O)O)CS1 | . | i | i | i | i | i | i | i | 0 | i | i
CCOc1ccccc1N(C(=O)c1ccccc1Cl)C1=NC(C)(C)CS1 | i | i | i | i | i | i | i | i | 3 | i | i
CC(=O)Nc1c(Cl)cnn(-c2ccccc2)c1=O | i | i | i | i | i | i | i | i | 1 | i | i
CCS(=O)(=O)NC(C)C(c1cccs1)N1CCN(c2ccc(F)cc2)CC1 (centres undefined) | i | i | i | i | i | i | i | i | 3 | i | i

An excerpt from above, reduced to MrgX1 PAM and MrgX1 antagonist:
structure	MrgX1 PAM	MrgX1 antagonist
O=C1N[C@H](C(=O)O)CS1	i	i
CCOc1ccccc1N(C(=O)c1ccccc1Cl)C1=NC(C)(C)CS1	i	i

Next compounds follow:
SMILES | TMEM16A act | TMEM16A inh | MrgX1 antagonist | TRPC6 inh | TRPC4 act | TRPC6 act | MrgX1 agonist | TRPC4 inh | SKKanGAS inh | MrgX1 PAM | TRPC4 potent
CCCc1nc(SCc2cccnc2)c2c(=O)n(C)c(=O)n(C)c2n1 | i | i | i | i | i | i | i | i | -8 | i | i
COc1ccc(S(=O)(=O)N2CCCCCC2)cc1C(=O)N(C)CC(=O)Nc1ccc(Cl)c(Cl)c1 | i | i | i | i | i | i | i | i | -9 | i | i
COC(=O)c1ccc(/C=C/c2c(-c3ccsc3)oc3ccc(N4CCOCC4)cc23)cc1 | i | i | i | i | i | i | i | i | 28 | i | i
Cc1ccc(S(=O)(=O)N(C)CC(=O)O/N=C(\N)c2cccc([N+](=O)[O-])c2)cc1 | i | i | i | i | i | i | i | i | 16 | i | i
COc1cccc(C(=O)CN2CCN(S(=O)(=O)c3cccc([N+](=O)[O-])c3)CC2)c1 | i | i | i | i | i | i | i | i | 5 | i | i
CC(C)Oc1c(Br)cc(Br)cc1/C=N/NC(N)=S | i | i | i | i | i | i | i | i | 1 | i | i
CCOc1ccccc1NC=C1C(=O)OC(C)(C)OC1=O | i | i | i | i | i | i | i | i | 7 | i | i
Cc1c(CCC(=O)O)c(=O)oc2cc(OCc3ccccc3F)ccc12 | i | i | i | i | i | i | i | i | 7 | i | i
COc1cc(OC)cc(C(=O)N2CCN(C(=O)c3cccs3)CC2)c1 | i | i | i | i | i | i | i | i | -1 | i | i
COc1cc(N=c2ssnc2Cl)cc(OC)c1 | i | i | i | i | i | i | i | i | 14 | i | i
COc1cc(OC)c(C2N(c3cc(C)on3)C(=O)C3CCCN32)cc1OC (centres undefined) | i | i | i | i | i | i | i | i | -5 | i | i
CCC(=O)Nc1cc(C)c(NC(=O)C23CC4CC(CC(C4)C2)C3)cn1 | i | i | i | i | i | i | i | i | -5 | i | i
O=C(CN1CCCCCCC1)N/N=C/c1ccc(F)c(F)c1 | i | i | i | i | i | i | i | i | 0 | i | i
CCN(CC)CCCNc1cc(C(F)(F)F)c(C#N)c2nc3ccccc3n12 | i | i | i | -6.5* | i | i | i | i | 0 | i | i
O=C(Nc1ccc(F)cc1F)N1CCN(C(=O)c2ccco2)CC1 | i | i | i | i | i | i | i | i | -6 | i | i
COc1ccc2nc(NC(=S)N(C)C)sc2c1 | i | i | i | i | i | i | i | i | 16 | 12* | i
C/C(=N\NC(=O)CC(C)C)c1ccc(Cl)c(Cl)c1 | i | i | i | i | i | i | i | i | 3 | i | i
CCOc1ccccc1Cn1c(=O)oc2ccc(C)cc21 | i | i | i | . | . | . | i | . | . | i | .
COc1cccc(OC)c1C(=O)Nc1cccc(-c2ccc(N3CCOCC3)nn2)c1 | i | i | i | i | i | i | i | i | 3 | i | i
C/C(=N\Nc1nc(C)cc(=O)[nH]1)C1CC1 | i | i | i | i | i | i | i | i | -22 | i | i
COC(=O)C(NC(=O)C(NC(=O)C1CCC(C)CC1)C(C)C)C(C)C (centres undefined) | i | i | i | i | i | i | i | i | -9 | i | i
Cn1c(Cn2nnc3ccccc32)nnc1SCC(=O)c1ccccc1F | i | i | i | i | i | i | i | i | 0 | i | i
Cc1ccc(/C(O)=C2\C(=O)C(=O)N(C)C2c2cccc([N+](=O)[O-])c2)cc1 (centres undefined) | i | i | i | i | i | i | i | i | 1 | i | i
COc1ccc(Oc2ncnc3c2ncn3Cc2ccccc2)cc1 | i | i | i | i | i | i | i | i | 10 | i | i
COc1ccc(-c2nc3ccccc3c(=O)n2CCOc2c(C)cccc2C)cc1 | i | i | -4.6* | i | i | i | i | i | 4 | i | i
CCN(CC)C(=O)C12CC3CC(CC(Br)(C3)C1)C2 | i | i | i | i | i | i | i | i | -4 | i | i
CCOC(=O)Cn1nnc(-c2cccc(OC)c2)n1 | i | i | i | i | i | i | i | i | -3 | i | i
Cc1ccc(C)c2[nH]c(=O)c(CCNC(=O)c3ccc(S(=O)(=O)N4CCOCC4)cc3)cc12 | i | i | i | i | i | i | i | i | 3 | i | i
CCOc1ccccc1NC(=O)CSc1nnnn1C1CCCC1 | i | i | i | i | i | i | i | i | 2 | i | i
COC(=O)c1ccc(/C=C/c2ccc3cccc(OC(C)=O)c3n2)cc1 | i | i | i | i | i | i | i | i | 53* | i | i
Cc1ccc(Oc2ncccc2/C=N/OCc2ccc(Cl)c(Cl)c2)cc1 | i | i | i | i | i | i | i | i | -3 | 8.6* | i
CC(C)(C)C1CCC(C(=O)NCC(c2cccs2)N2CCOCC2)CC1 (centres undefined) | i | i | i | i | i | i | i | i | 2 | i | i
CCCCC(=O)Nc1ccnc(-c2cccnc2)n1 | i | i | i | i | i | i | i | . | -9 | i | i
Cc1c(Br)c([N+](=O)[O-])nn1CC(=O)NCc1ccccc1 | i | i | i | i | i | i | i | i | -1 | i | i
CCS(=O)(=O)c1nc(S(=O)(=O)c2ccc(C)cc2)c(NCc2ccccn2)s1 | i | i | i | i | i | i | i | i | 4 | i | i
CCCn1c(=N)c(S(=O)(=O)c2ccccc2)cc2c(=O)n3cccc(C)c3nc21 | i | i | i | i | i | i | i | i | 23 | i | i
CC(C)CCN1C(Nc2ccccc2)=NC[C@@H]1Cc1ccccc1 | i | i | i | i | i | i | i | i | 1 | i | i
CN(C)CCOc1ccc(/C(=C(/CCCl)c2ccccc2)c2ccccc2)cc1 | i | i | i | i | i | i | i | i | 101* | i | i
Cc1ccc2c(c1)cc1c(=O)n(CC(=O)N(C)c3ccccc3)nc(C)n12 | i | i | i | i | i | i | i | i | -5 | i | i
COc1ccc(F)c(-c2nc(CN3CCN(C(=O)c4ccco4)CC3)c(C)o2)c1 | i | i | i | i | i | i | i | i | 2 | i | i
CCO[C@@H]1OC(C(=O)N2CCCCCCC2)=C[C@H](c2ccc(C(F)(F)F)cc2)[C@H]1CCCO | i | i | i | i | i | i | i | i | 4 | i | i
COc1ccc(/C=N/NC(=O)C(=O)N2CCCCCC2)cc1 | i | i | i | i | i | i | i | i | -1 | i | i

Screening data (PubChem)
